PAD4 inh = inhibitors of human PAD4 | recombinant PAD4, RCA probe fluorescence polarization | inhibition, % at 6.36 µM | hit rate 0.41% among 330,000 | Q9UM07;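 active = percent inhibition above a cutoff equal to the mean of all tested compounds plus 3 SD, cut at about 15% in these data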;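 also: 0% = PAD4 with RCA probe and DMSO and 100% = probe without PAD4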
PAFAH1B3 inh = inhibitors of human PAFAH1B3; AID 492972; hit rate 0.28% among 340,000; inhibition, % at 3.39 µM; recombinant PAFAH1B3, FP-rhodamine probe, fluorescence polarization;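 active = inhibition above the screen-wide average of all tested compounds plus 3 SD, cut at about 25% in these data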;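 also: 0% = enzyme with DMSO only and 100% = wells lacking PAFAH1B3 protein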
Target sequence (Q15102 whole entry, looked up): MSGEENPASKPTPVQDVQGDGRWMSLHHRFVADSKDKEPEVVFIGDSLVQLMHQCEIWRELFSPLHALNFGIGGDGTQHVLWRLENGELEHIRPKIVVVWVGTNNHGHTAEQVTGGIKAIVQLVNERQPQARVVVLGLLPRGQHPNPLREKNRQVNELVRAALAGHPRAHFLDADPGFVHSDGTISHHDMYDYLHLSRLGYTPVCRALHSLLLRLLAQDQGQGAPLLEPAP
PAFAH1B2 inh = PAFAH1B2 (human) inhibition. recombinant PAFAH1B2, FP-rhodamine activity probe, fluorescence polarization. inhibition, % at 3.39 µM. hit rate 1.2% among 340,000. AID 492953;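 active = inhibition above the mean of all tested compounds plus 3 SD, cut at about 24% in these data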;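 also: 0% = enzyme with DMSO and 100% = wells lacking PAFAH1B2; many of its hits are not listed in these tables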
GSTO1 counter = GSTO1 inhibition, counter-screen for RBBP9 inhibitors; inhibition, % at 5.96 µM; hit rate 1.1% among 300,000; recombinant GSTO1, activity-based probe fluorescence polarization; P78417; AID 1974;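 active = inhibition above the campaign mean inhibition plus 3 SD, cut at about 35% in these data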;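 also: 0% = GSTO1-1 with DMSO and 100% = wells lacking GSTO1-1 enzyme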
Target sequence (P78417 whole entry, looked up): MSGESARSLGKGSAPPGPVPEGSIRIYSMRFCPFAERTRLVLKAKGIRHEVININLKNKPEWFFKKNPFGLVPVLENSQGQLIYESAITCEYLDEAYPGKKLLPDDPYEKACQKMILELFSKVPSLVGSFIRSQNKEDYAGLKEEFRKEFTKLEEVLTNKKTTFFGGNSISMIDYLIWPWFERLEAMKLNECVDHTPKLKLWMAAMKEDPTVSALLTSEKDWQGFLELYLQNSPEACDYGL
PME-1 primary = blocks human protein phosphatase methylesterase 1. Q9Y570. recombinant PME-1, FP-Rh probe fluorescence polarization. inhibition, % at 5.9 µM. hit rate 0.53% among 320,000;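 active = inhibition above the campaign mean of all compounds plus 3 SD, cut at about 26% in these data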;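 also: competitive labeling of PME-1 active site by serine hydrolase directed probe; 0% = PME-1 with DMSO and 100% = wells lacking PME-1 enzyme; inhibitors block probe labeling so polarization falls and inhibition rises; many of its hits are not listed in these tables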
Target sequence (Q9Y570 whole entry, looked up): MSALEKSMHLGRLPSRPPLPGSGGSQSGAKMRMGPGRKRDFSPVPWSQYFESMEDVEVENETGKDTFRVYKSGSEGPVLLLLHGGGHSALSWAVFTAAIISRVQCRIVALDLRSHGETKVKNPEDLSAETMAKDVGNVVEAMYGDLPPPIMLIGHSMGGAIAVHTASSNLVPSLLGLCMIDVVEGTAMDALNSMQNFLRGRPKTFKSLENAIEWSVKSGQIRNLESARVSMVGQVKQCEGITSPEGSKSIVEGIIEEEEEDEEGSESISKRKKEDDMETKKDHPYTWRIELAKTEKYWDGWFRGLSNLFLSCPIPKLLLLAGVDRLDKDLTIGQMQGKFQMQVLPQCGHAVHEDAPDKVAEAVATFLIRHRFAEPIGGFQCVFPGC
Fam108B inh = Fam108B inhibition, counter-screen for RBBP9 inhibitors | recombinant Fam108B, FP-Rh probe fluorescence polarization | inhibition, % at 9.51 µM | hit rate 0.33% among 300,000;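 active = inhibition above the screen mean inhibition plus 3 SD, computed separately per campaign, cut at about 18% in these data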;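 also: inhibitors lower polarization as less probe binds the enzyme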
PAFAH2 FP inh = inhibitors of human PAFAH2 | Q99487 | hit rate 0.99% among 340,000 | inhibition, % at 3.39 µM | recombinant PAFAH2, FP-rhodamine activity probe, fluorescence polarization | AID 492956;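 active = inhibition above the mean over all tested compounds plus 3 SD, cut at about 30% in these data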;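 also: inhibitors block probe labeling of enzyme so polarization drops; 0% = enzyme with DMSO and 100% = wells lacking PAFAH2 protein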
pPAFAH inh = pPAFAH (human) enzyme inhibition; hit rate 1.5% among 330,000; recombinant pPAFAH, FP-rhodamine probe fluorescence polarization; inhibition, % at 3.39 µM; AID 463082;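 active = inhibition above the mean inhibition across the screen plus 3 SD, cut at about 25% in these data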;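 also: inhibitors block binding of the rhodamine activity-based probe so polarization drops; 0% = enzyme with DMSO and 100% = wells lacking pPAFAH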
LYPLA1 counter = counter-screen for PME1 inhibitors: inhibitors of human LYPLA1 | O75608 | recombinant LYPLA1, FP-Rh probe fluorescence polarization | inhibition, % at 5.9 µM | hit rate 0.16% among 320,000 | AID 2174;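 active = inhibition above the mean of all tested compounds plus 3 SD, set per campaign, cut at about 14% in these data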;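 also: inhibitors block serine hydrolase probe labeling of LYPLA1 so polarization falls; 0% = enzyme with DMSO and 100% = wells lacking LYPLA1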
The depositor's hits bear a star; · = no result given.

SMILES	PAD4 inh	PAFAH1B3 inh	PAFAH1B2 inh	GSTO1 counter	PME-1 primary	Fam108B inh	PAFAH2 FP inh	pPAFAH inh	LYPLA1 counter
Cc1ccc(S(=O)(=O)N(CCO)Cc2ccccc2)cc1	1	16	-2	-1	3	3	-1	-6	-2
COc1ccc(N(CC(=O)NCc2cccs2)S(=O)(=O)c2cccnc2)cc1	-4	-3	-3	6	4	-1	5	1	5
CON(C)c1nc(OCCNC(=O)OCc2ccc(Cl)cc2C)nc(N(C)C)n1	-1	-1	-2	-2	2	1	-5	6	2
Cc1cccc(NC(=O)CN2CCN(C(=O)c3cncn3-c3ccc(F)cc3)CC2)c1C	-6	5	4	·	-2	·	9	-6	-7
O=C(CCN1C(=O)CSC1=O)Nc1ccc(Br)cc1	2	11	2	6	-1	7	4	1	-1
CCOC(=O)N1CCN(S(=O)(=O)c2cccc3nonc23)CC1	3	-6	0	5	-2	-5	7	2	0
CC1CC(C)CN(CCCNC(=O)c2nn(C)c3c2CS(=O)(=O)c2ccccc2-3)C1 (centres undefined)	-2	3	-1	0	0	-3	0	4	-4
Cc1nc([N+](=O)[O-])cn1CC(O)c1ccc(Cl)cc1 (centres undefined)	0	·	·	-4	4	3	·	-2	3
O=C(Cc1cccc(F)c1)Nc1ccc2c(c1)CCC2	0	-8	3	6	-1	-4	-6	4	-3
O=C(NC1CCCCC1)N(CCN1CCOCC1)Cc1cc2cc3c(cc2[nH]c1=O)OCCO3	2	3	1	-5	3	3	8	0	2
C=CCn1c(SCCOc2ccccc2)nnc1C(C)NC(=O)c1ccccc1 (centres undefined)	-1	5	13	0	0	4	8	7	3
N#CCCn1cc(/C=C2\NC(=S)N(c3ccccc3)C2=O)c(-c2ccc(-c3ccccc3)cc2)n1	0	-6	-2	5	4	11	0	-3	-31
Cc1c(Br)c([N+](=O)[O-])nn1C(C)C(=O)Nc1nccs1 (centres undefined)	4	-3	5	5	0	0	7	1	-2
COc1nc(C)cc(C)c1S(=O)(=O)c1ccccc1	1	4	2	-7	-3	3	-4	-4	-3
Cc1ccc(CNC(=O)Cn2nnc(C(=O)Nc3cccc(C)c3C)c2N)cc1	-4	9	1	-1	-8	4	-9	2	-2
COc1cc(NC(=O)c2ccc(Br)cc2)ccc1NC(=O)c1cc2ccccc2o1	-1	9	-1	3	2	0	0	1	1
Nc1ncnc2c1ncn2Cc1ccccc1	-1	0	5	7	6	1	-4	0	14
O=C(NCCc1ccc(Cl)cc1)C1CCCN1C(=O)Nc1ccccc1 (centres undefined)	0	8	26*	3	4	31*	2	1	0
O=C(N/N=C/c1ccc(N2CCCCC2)o1)C(O)(c1ccccc1)c1ccccc1	-1	·	·	2	-2	1	·	7	1
CC(CCc1ccc(O)cc1)NCc1ccc(Cl)cc1Cl (centres undefined)	-1	6	7	1	5	-4	5	3	-2

3 entries out of the list, arranged by molar mass, lowest first.
SMILES	PAD4 inh	PAFAH1B3 inh	PAFAH1B2 inh	GSTO1 counter	PME-1 primary	Fam108B inh	PAFAH2 FP inh	pPAFAH inh	LYPLA1 counter
O=C(CCN1C(=O)CSC1=O)Nc1ccc(Br)cc1	2	11	2	6	-1	7	4	1	-1
C=CCn1c(SCCOc2ccccc2)nnc1C(C)NC(=O)c1ccccc1 (centres undefined)	-1	5	13	0	0	4	8	7	3
O=C(NC1CCCCC1)N(CCN1CCOCC1)Cc1cc2cc3c(cc2[nH]c1=O)OCCO3	2	3	1	-5	3	3	8	0	2

(listing goes on)
SMILES	PAD4 inh	PAFAH1B3 inh	PAFAH1B2 inh	GSTO1 counter	PME-1 primary	Fam108B inh	PAFAH2 FP inh	pPAFAH inh	LYPLA1 counter
Cc1ccc(-n2nc3c(=O)n(CCCC(=O)NCc4ccccc4Cl)nc(C)c3c2C)cc1	1	6	3	2	1	1	4	8	-2
Cc1ccc(NC(=O)CN(C)CC(=O)Nc2ccccc2C#N)cc1	-3	5	9	11	2	3	0	1	1
CO/N=C/c1c(-c2ccccc2)nn(C)c1Cl	-1	-6	8	-11	0	-3	4	0	3
CC(C)CN(C(=O)COc1ccc(C(C)(C)C)cc1)C1CCS(=O)(=O)C1 (centres undefined)	-3	6	6	4	-4	-1	2	7	3
COc1cc(C(c2c(C)[nH][nH]c2=O)c2c(C)[nH][nH]c2=O)cc(Cl)c1O	-15	-5	3	16	-7	1	-6	-1	0
CCC(C)N(C(=O)COC(=O)c1cc([N+](=O)[O-])ccc1N1CCOCC1)C1CCS(=O)(=O)C1 (centres undefined)	3	2	5	-2	0	2	1	40*	0
CCc1cccc2c(C(=O)COC(=O)c3ccc([N+](=O)[O-])s3)c[nH]c12	-17	15	7	53*	29*	13	13	11	-4
O=C(CCCCCn1c(=O)[nH]c2ccccc2c1=O)N1CCN(Cc2ccc3c(c2)OCO3)CC1	-2	-2	7	6	-1	3	14	6	6
CN(C)CCSc1nc2cc(S(=O)(=O)N3CCCCC3)ccc2o1	-3	1	6	·	·	·	5	5	·
COC(=O)c1ccccc1NC(=O)Nc1cc(C)cc(C)n1	2	3	3	4	-2	2	-7	0	3
O=C(c1ccc(Cl)c(S(=O)(=O)N2CCOCC2)c1)N(Cc1nnc(-c2ccccc2Cl)o1)C1CC1	-2	2	6	6	5	-3	6	7	5
Cc1ccc(S(=O)(=O)NC(=O)NC(C)(C)C)cc1	-3	0	2	6	1	-3	4	2	-5
COCCNC(=O)C(c1ccco1)N(C(=O)Cn1nnc2ccccc21)c1ccc(C)cc1C (centres undefined)	-6	9	3	4	-6	1	3	-1	3
COc1cc(/C=C/C(=O)OCC(=O)NCc2ccco2)cc(OC)c1OC	1	2	2	5	5	1	10	5	-6
O=c1c2ccccc2oc2c1oc1ccccc12	-7	6	4	·	·	·	8	11	·
CC(OC(=O)CCC(=O)c1cccs1)C(=O)NC1CCCCC1C (centres undefined)	-5	5	9	·	-2	·	12	-1	2
Nn1c(SCC(=O)Nc2ccccc2C(F)(F)F)nncc1=O	8	13	2	1	3	1	-2	1	-1
O=C(c1cccc(S(=O)(=O)Nc2ccccc2Cl)c1)N1CCC1	3	10	0	-8	-3	0	4	3	-1
CCCCN(CCCC)C(=O)C1CC=CCC1C(=O)O (centres undefined)	0	-2	1	-9	-4	4	6	2	-2
CCOC(=O)CC1(C)NC(=O)c2c(C)sc(C(=O)OCC)c2N1 (centres undefined)	1	7	0	13	0	1	2	6	-3

5 entries drawn at random from the list so far:
SMILES	PAD4 inh	PAFAH1B3 inh	PAFAH1B2 inh	GSTO1 counter	PME-1 primary	Fam108B inh	PAFAH2 FP inh	pPAFAH inh	LYPLA1 counter
Cc1ccc(-n2nc3c(=O)n(CCCC(=O)NCc4ccccc4Cl)nc(C)c3c2C)cc1	1	6	3	2	1	1	4	8	-2
CCCCN(CCCC)C(=O)C1CC=CCC1C(=O)O (centres undefined)	0	-2	1	-9	-4	4	6	2	-2
Cc1ccc(NC(=O)CN(C)CC(=O)Nc2ccccc2C#N)cc1	-3	5	9	11	2	3	0	1	1
Cc1ccc(S(=O)(=O)NC(=O)NC(C)(C)C)cc1	-3	0	2	6	1	-3	4	2	-5
O=C(c1ccc(Cl)c(S(=O)(=O)N2CCOCC2)c1)N(Cc1nnc(-c2ccccc2Cl)o1)C1CC1	-2	2	6	6	5	-3	6	7	5

Following part:
SMILES	PAD4 inh	PAFAH1B3 inh	PAFAH1B2 inh	GSTO1 counter	PME-1 primary	Fam108B inh	PAFAH2 FP inh	pPAFAH inh	LYPLA1 counter
COc1cccc2c1NC(C(=O)O)C1CC=CC21 (centres undefined)	1	24	30*	61*	14	53*	48*	57*	-3
CCc1c(C)nc2c(C)cccc2c1SCCC#N	8	3	2	-1	2	-3	-4	2	-1
O=C(CCc1ccccc1)NC(=S)Nc1cc(C(F)(F)F)ccc1N1CCOCC1	0	4	3	-4	-12	-9	-15	-2	2
CCOC(=O)Cn1c(=O)c2c(nc(N3CCCCC3)n2C)n(C)c1=O	2	-8	0	6	2	0	6	-1	-1
NC(=O)C1CCN(c2oc(-c3ccccc3F)nc2S(=O)(=O)c2ccc(Cl)cc2)CC1	-7	10	4	-4	-1	-6	-5	3	-6
NS(=O)(=O)c1ccc(NC2=CC(=O)C(=O)c3ccccc32)cc1	28*	19	2	84*	9	20*	13	18	2
Cc1cc2cc3c(cc2nc1SCC(=O)OC(C)C)OCCO3	-3	9	7	-16	1	2	-3	5	-2
Cc1ccc(S(=O)(=O)CC(=O)c2ccc3c(c2)OCCO3)cc1	1	4	7	-2	-6	0	4	3	0
O=C(Nc1ccc2c(c1)OCO2)c1cc(Cl)ccn1	1	5	9	·	0	·	9	8	-2
COc1ccccc1C1C=C(c2ccccc2)Nc2nnnn21 (centres undefined)	1	3	3	-3	5	-4	-8	14	-5
CCOc1cc(C=O)ccc1OCCSc1ccc(C)cc1	-4	4	30*	1	4	-4	-4	16	-3
O=C(NCc1ccco1)C(c1cccs1)N(Cc1ccccc1)C(=O)Cn1nnc2ccccc21 (centres undefined)	-3	1	4	1	-2	-2	3	4	-3
CCOC(=O)CNc1ncc([N+](=O)[O-])cc1C#N	-5	12	2	2	2	8	-2	2	-1
Cc1nc2nc(C)c(NS(=O)(=O)c3ccc(CC(C)C)cc3)c(=O)n2[nH]1	-3	9	5	-19	5	-1	5	4	1
COc1ccc(CNC(=O)CCc2c[nH]c3ccccc23)cc1	-1	-1	1	15	-4	-5	12	-7	-2
CCCCN(C(=O)C1CCC1)c1c(N)n(Cc2ccccc2)c(=O)[nH]c1=O	6	7	6	·	0	·	-5	-2	-3
CN(Cc1c(C(=O)N/N=C/c2cccc(F)c2)nnn1-c1nonc1N)c1ccccc1	-4	-1	-9	-2	0	1	-4	11	-6
O=C(CNc1cccc(C(F)(F)F)c1)N/N=C/c1cn(-c2ccccc2)nc1-c1ccccc1	2	-25	-4	-6	-14	-8	-23	1	-6
CC(C)N(Cc1ccccc1)C(=O)c1cccs1	-1	1	13	3	-3	-1	2	7	-1
COc1cccc(NC(=O)CN(C)C(=O)c2ccccc2CCc2ccccc2)c1	4	1	4	-1	4	1	3	6	-2
O=[N+]([O-])c1cccc(NC(=S)N2CCOCC2)c1	0	5	-5	3	5	2	6	4	-1
CC(=O)c1c(C)[nH]c(C)c1C(C)=O	-4	2	-4	-7	-5	-3	2	-1	-1

Bioassay records (PubChem BioAssay)

This is a subset. The share of hits here may be higher or lower than overall.
